Screening data (PubChem)
CCR6 antagonist = antagonists of human CCR6 receptor; AID 493098; CHO-K1 CCR6 PathHunter beta-arrestin, luminescence, CCL20-stimulated; hit rate 0.49% among 340,000; inhibition, % at 20 µM;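 active = compounds whose inhibition of the agonist-driven luminescence signal at 20 µM reaches about 50%, limit read from the data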;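 also: cells stimulated with CCL20 at 14 nM final; plate controls were DMSO with CCL20 for no effect and DMSO without agonist for full effect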
Target sequence (P51684 whole entry, looked up): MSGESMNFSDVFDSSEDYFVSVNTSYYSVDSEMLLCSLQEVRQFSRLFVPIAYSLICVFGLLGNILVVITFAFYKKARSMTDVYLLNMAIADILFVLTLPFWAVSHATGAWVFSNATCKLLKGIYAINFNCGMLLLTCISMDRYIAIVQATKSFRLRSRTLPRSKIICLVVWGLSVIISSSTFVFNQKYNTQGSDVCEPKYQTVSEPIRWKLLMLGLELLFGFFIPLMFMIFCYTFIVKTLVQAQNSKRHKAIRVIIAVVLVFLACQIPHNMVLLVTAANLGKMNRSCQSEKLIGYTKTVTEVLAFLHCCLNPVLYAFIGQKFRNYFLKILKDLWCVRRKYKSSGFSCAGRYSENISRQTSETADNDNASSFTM
APOBEC3G inh = blocks human APOBEC3G single-stranded DNA deamination; Q9HC16; recombinant A3G, ssDNA deamination FAM/TAMRA fluorescence; inhibition, % at 20 µM; hit rate 0.28% among 330,000; AID 493012;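 active = inhibition of at least 40% at 20 µM, with no more than 30% in the related APOBEC3A deaminase screen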;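 also: plate controls were DMSO wells with A3G for no effect and wells lacking A3G enzyme for full effect; some compounds called inactive have numbers as strong as hits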
NR3A LBD binder = modulates the human NR3A ligand-binding domain; NR3A LBD differential scanning fluorimetry, Tm shift; 0% = protein alone, 100% = glycine-bound protein; hit rate 2.5% among 340,000; Tm shift relative to glycine control, % at 25 µM; AID 1259313;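 active = melting temperature shift of at least 10% of the positive control shift, at one fixed dose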
A3A deaminase = blocks human APOBEC3A ssDNA deamination; P31941; recombinant A3A, FAM/TAMRA ssDNA deamination fluorescence; inhibition, % at 20 µM; hit rate 0.41% among 330,000; AID 493011;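 active = at least 40% inhibition at 20 µM here, with at most 30% in a related deaminase screen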;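 also: plate controls were A3A with DMSO for no effect and wells lacking A3A enzyme for full effect; some results filed as inactive read as strong as hits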
Target sequence (P31941 whole entry, looked up): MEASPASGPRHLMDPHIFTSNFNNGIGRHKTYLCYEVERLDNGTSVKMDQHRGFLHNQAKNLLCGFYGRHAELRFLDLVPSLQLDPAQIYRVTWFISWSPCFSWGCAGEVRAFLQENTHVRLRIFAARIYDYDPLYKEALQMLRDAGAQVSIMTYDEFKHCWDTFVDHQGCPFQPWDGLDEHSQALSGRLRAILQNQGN
MPTP inh = blocks calcium-induced mitochondrial swelling | isolated mouse mitochondria, Ca2+ swelling absorbance, 30 min | inhibition, % at 10 µM | hit rate 1.4% among 360,000 | AID 602449;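 active = inhibition of 50% or more, scaled per plate between neutral and stimulator controls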;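 also: 0% = DMSO wells given calcium and 100% = 1 mM EGTA wells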
EBI2 antag = antagonists of human EBI2 receptor. hit rate 0.81% among 360,000. inhibition, % at 5 µM. EBI2 beta-arrestin recruitment, luminescence, 7a,25-OHC stimulated; in the data active = inhibition above about 38%;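 also: enzyme fragment complementation signal reports receptor beta-arrestin coupling in cells; 0% = agonist plus DMSO wells and 100% = wells without agonist; some results beyond the cut were filed as inactive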
Target sequence (P32249 whole entry, looked up, the tested form may be a part): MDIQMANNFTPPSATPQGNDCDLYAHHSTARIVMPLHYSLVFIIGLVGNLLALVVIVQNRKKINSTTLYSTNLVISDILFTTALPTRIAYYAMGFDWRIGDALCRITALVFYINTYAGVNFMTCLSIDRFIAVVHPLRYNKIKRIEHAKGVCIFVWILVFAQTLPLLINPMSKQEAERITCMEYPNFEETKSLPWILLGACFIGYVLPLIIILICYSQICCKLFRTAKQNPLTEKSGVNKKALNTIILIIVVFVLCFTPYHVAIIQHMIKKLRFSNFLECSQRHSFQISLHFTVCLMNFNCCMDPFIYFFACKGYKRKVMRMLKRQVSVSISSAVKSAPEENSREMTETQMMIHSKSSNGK
Gli-Sufu antag = Gli-Sufu pathway antagonism; Sufu-KO-LIGHT fibroblasts, Gli luciferase reporter luminescence; inhibition, % at 5 µM; hit rate 0.74% among 340,000;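 active = inhibition above about 55%, limit read from the data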;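 also: 0% = DMSO-treated cells and 100% = wells with medium but no cells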
CXCR6 block = blocks human CXCR6 beta-arrestin recruitment; CHO-K1 PathHunter CXCR6 beta-arrestin, luminescence; inhibition, % at 20 µM; hit rate 0.36% among 360,000; AID 602244; in the data active = inhibition above about 34%, passing the limit was not always enough;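 also: antagonist mode with CXCL16 agonist at 10 nM final; 0% = 10 nM CXCL16 with DMSO and 100% = unstimulated wells without agonist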
An asterisk follows results filed as active; nt = no result given.

Results follow in this order: EBI2 antag	Gli-Sufu antag	APOBEC3G inh	MPTP inh	CXCR6 block	NR3A LBD binder	CCR6 antagonist	A3A deaminase
O=C(CCc1ccccc1)Nc1cc(S(=O)(=O)N2CCOCC2)ccc1N1CCCC1
  -12	-11	12	-0.3	-6	0	17	4
O=C(NCc1ccccc1)NS(=O)(=O)c1ccccc1Cl
  -15	7	-1	0.7	7	1	5	2
Cc1cc2ncc(S(=O)(=O)c3ccccc3)c(N)n2n1
  -6	-1	-3	-0.2	-6	2	9	1
CCOC(=O)c1ccc(-c2c(-c3ccccc3OC)sc3ccc(OC)cc23)cc1F
  -4	-43	-6	2.1	2	2	33	-2
CC(=O)OCC(=O)[C@@]1(O)CCC2C3CCC4=CC(=O)CCC4(C)C3C(=O)CC21C (some centres undefined)
  8	11	-3	0.9	-7	1	-1	-1
Cc1cc(=O)n2nc(N3CCC(C(=O)N4CCN(C)CC4)CC3)sc2n1
  0	25	3	-0.3	-2	0	-3	1
Cn1c(SCC(=O)OC2CCCCC2)nnc1-c1ccc(S(=O)(=O)N2CCCC2)cc1
  0	3	-9	1.4	1	-2	-2	-6
CC[C@@]12C(=O)N(c3cccc(F)c3)C(=O)N1[C@H](c1ccc(F)cc1)[C@@H]1C(=O)N(C3CCCCC3)C(=O)[C@@H]12
  -15	-3	1	0.4	-3	-7	-13	0
COc1ccc(CCNC(=O)CSCc2ccc(F)cc2)cc1OC
  -8	1	-5	0.8	9	-5	5	-1
O=C(C1CCCN(c2ncnc3c2nc2n3CCCCC2)C1)N1CCCCC1 (centres undefined)
  -11	4	-8	-2.6	-2	-6	-8	-5
Cc1ccc(C(=O)NCCN2CCOCC2)cc1C
  7	7	5	-1.7	-4	3	16	2
O=c1c2ccccc2nc(SCc2ccc(F)cc2Cl)n1CCCN1CCOCC1
  7	6	-5	0.7	17	-2	19	-4
COc1ccc(-n2nc(C(=O)NCC(=O)NC3CCCCCC3)c3ccccc3c2=O)c(OC)c1
  -4	-7	-10	0.2	-8	-2	-4	-3
O=C(O)c1cnn2c1NC(c1cccs1)CC2C(F)(F)F (centres undefined)
  -7	-1	-4	-1.6	8	0	-3	1
NC(=O)c1cc(Sc2ccccc2)nc2ccccc12
  -3	-5	nt	0.7	-1	-6	12	nt
Cn1c(=O)c2c(O)cc(=O)n(-c3ccccc3)c2n(C)c1=O
  -2	3	-2	0.3	-4	2	-25	1
COc1ccccc1CC(=O)Nc1ccc(S(=O)(=O)N2CCOCC2)cc1
  -8	-11	-6	1.3	-5	2	15	8
COc1ccc(CCNC(=O)C2CCN(C(=O)c3cccc(Cl)c3)CC2)cc1OC
  4	34	-6	-0.2	5	-1	14	-8
CN(C)/C(CN1CCN(C=O)CC1)=C1\N=C(c2ccccc2)OC1=O
  1	7	-2	-0.1	-9	2	-15	-6
COCCNc1nnc(SCC(=O)NNC(=O)c2ccco2)s1
  1	4	-6	-1.4	2	3	-3	-6
CCOc1ccc(OCC)c(NC(=O)CN2CCN(c3cccc(C)c3)C(C)C2)c1 (centres undefined)
  14	-7	-6	1.5	6	-1	8	-4
c1ccc(-c2nc(-c3ccncc3)n[nH]2)nc1
  6	-1	-3	1.3	3	-2	8	-1
Cc1cccc(N2CCN(C(=O)NCc3ccc(F)cc3)CC2)c1C
  58*	-22	-11	-2.2	0	0	9	-3
O=C(NCCCN1CCC(Cc2ccccc2)CC1)C1CCN(S(=O)(=O)N2CCC3(CC2)OCCO3)CC1
  12	1	-6	-1.2	-5	2	-3	1
COCCNC(=O)CCN1N=C(c2ccccc2)CCC1=O
  -2	16	-4	0.8	0	0	5	1
Cc1c(NC(=O)c2cccc(NC(=O)Cc3ccc(F)cc3)c2)c(=O)n(-c2ccccc2)n1C
  -2	3	-6	-1.1	1	0	-6	13
N#Cc1cccc(C#N)c1NCC1CCCO1 (centres undefined)
  -18	10	-3	-0.2	-5	1	-3	1
CC(NC(=O)C1CCN(S(=O)(=O)c2ccc(Br)s2)CC1)c1ccccc1 (centres undefined)
  6	8	-6	1.3	0	3	1	0
CC1CCCC(n2c(=S)[nH]c3ccccc3c2=O)C1C (centres undefined)
  18	9	-1	4.2	-1	-2	-9	4
COc1cc(/C=C/C(=O)Nc2ccc(C(C)=O)cc2)cc(OC)c1OC
  -17	3	-7	1.1	-9	0	-3	5
CN(CC(=O)Nc1ccccc1Cl)C(=O)c1cc(C2CC2)nn1-c1ccccc1
  3	-12	-10	0.7	8	1	14	-3
CN(Cc1ccccc1)C(=O)CSc1n[nH]c(N)n1
  -3	-15	-4	0.3	-3	1	11	0
CC(=O)Nc1cc2nc(C)n(Cc3ccccc3)c2nc1C
  -7	18	-7	2.8	2	-4	9	-1
O=C(CN1C(=O)C2CC=CCC2C1=O)Nc1nc(-c2ccc(F)c(F)c2)cs1 (centres undefined)
  1	2	-4	0.1	-6	-7	-4	-4
O=C(Nc1nc2ccc(F)cc2s1)C1CCN(S(=O)(=O)c2cc([N+](=O)[O-])ccc2Cl)CC1
  25	34	0	96*	-14	8	0	29
CC1=NN(C(=O)c2ccc(Cn3cc([N+](=O)[O-])cn3)cc2)C(O)(C(F)(F)F)C1 (centres undefined)
  -7	-4	0	0.7	-4	-2	-4	1
O=C(Cn1c2ccccc2c(=O)c2ccccc21)Nc1ccccc1F
  6	0	-2	0.0	-2	-2	14	-1
O=c1oc2ccccc2c(Nc2ccc(O)cc2)c1[N+](=O)[O-]
  2	0	-1	-5.5	18	0	21	-2
COc1ccc(N2CC(NC(=O)N3CCc4ccccc43)CC2=O)cc1OC (centres undefined)
  -6	-1	-5	-0.7	-2	2	3	2
O=C1CCN(Cc2ccccc2)CCN1[C@H](COc1ccccc1)c1ccccc1
  3	14	-11	0.5	-16	1	9	-3
C=CCNC(=O)c1cc(-c2ccccc2O)on1
  -6	-15	1	0.2	3	-1	1	-3
Cc1cc(C)c(OCC(=O)Nc2ccccc2N2CCCCC2)c(C)c1
  -5	12	-4	5.2	0	3	32	0
CCc1sc(C(=O)Nc2cccc(-n3cnnn3)c2)cc1C
  14	19	-6	1.4	-4	-6	10	-4
O=C(COC(=O)c1ccccc1F)NNC(=O)c1ccccc1
  0	6	-6	-1.1	4	1	7	-1
c1ccc(CCNc2ccccn2)nc1
  -9	4	nt	-0.3	0	-1	2	nt
C/C(=N\NC(=O)c1c(Cl)cnn1C)c1cccnc1
  -12	0	-7	1.7	-3	1	9	-1
COc1cccc(C2=NN(C(=O)c3ccco3)C(O)(C(F)(F)F)C2)c1 (centres undefined)
  -10	-3	-4	-0.2	-7	-3	-3	0
CC1CCCN(C(=O)c2ccccc2OC2CCN(S(C)(=O)=O)CC2)C1 (centres undefined)
  -4	-11	-10	-0.4	-6	2	14	-1
CCOC(=O)/C(N=Nc1cc(C(=O)O)cc(C(=O)O)c1)=C(\O)CCl
  -3	-11	-2	-2.4	4	-1	6	-3
Cc1cccc(C)c1N(CC(=O)N1CCCC1)S(C)(=O)=O
  -4	26	-1	1.5	-2	1	6	5
O=C(c1ccc(Cl)c(S(=O)(=O)N2CCCCCC2)c1)N1CCCC(C(F)(F)F)C1 (centres undefined)
  6	4	-13	-0.4	1	1	6	-4
O=C(c1cc2cc(Br)cc(Br)c2oc1=O)N1CCOCC1
  -3	4	-5	-0.3	3	-1	-24	-3
CC/C(=N\NC(=O)c1ccccc1Cl)c1ccc(Br)s1
  -2	1	-1	-0.9	-5	10	5	3
CC1CCC(C(O)(C(=O)O)C2CCCCC2)CC1C (centres undefined)
  -3	-21	nt	0.6	-9	-2	4	nt
Cc1ccc(NC(=O)CN(C)C(=O)c2cccc(S(=O)(=O)N3CCc4ccccc43)c2)cc1
  12	10	-2	-0.9	5	-11	11	5
Cc1cc(OCC(=O)NCCc2ccc(S(N)(=O)=O)cc2)c2c(C)c(C)c(=O)oc2c1
  -3	-9	-5	-0.4	2	-4	6	3
CCCC(NC(=O)C(C)N1CCN(S(=O)(=O)c2ccccc2)CC1)c1ccccc1 (centres undefined)
  1	9	-8	0.7	3	0	4	-4
Cc1ccc(OCCSc2nnc(-c3ccncc3)n2C)cc1
  -6	15	1	-1.5	-10	-2	-12	6
CC(C)(C)OC(=O)N1CCN(C(=O)c2[nH]cnc2C(=O)Nc2ccon2)CC1
  -3	-1	-10	0.9	5	1	10	-5
CCC(C)NC(=O)Cn1nc(C(F)(F)F)c2c1CCC2 (centres undefined)
  1	23	-4	0.3	-1	-2	-2	-5

Following part
Results follow in this order: EBI2 antag	Gli-Sufu antag	APOBEC3G inh	MPTP inh	CXCR6 block	NR3A LBD binder	CCR6 antagonist	A3A deaminase
Cc1cc2oc(=O)cc(CN3CCCCC3C)c2cc1C(C)C (centres undefined)
  14	24	-13	-0.8	2	-6	35	0
CCN(CC)S(=O)(=O)c1ccc(N2CCCCC2)c(NC(=O)c2ccncc2)c1
  4	13	-2	-0.2	-8	-2	12	2
Cc1ccc(CNC(=O)C2CCN(S(=O)(=O)c3cccs3)CC2)o1
  -8	-7	-4	-0.6	-1	0	-1	2
Cn1c(=O)c2c(nc(N3CCC(C(N)=O)CC3)n2CCSc2nc3ccccc3s2)n(C)c1=O
  -2	0	0	1.0	2	0	-5	2
CC(C)(C)c1ccccc1OCCOCCN1CCCCCC1
  4	12	-9	20	0	1	4	0
COc1ccc(CC(=O)Nc2c(C(N)=O)oc3ccccc23)cc1
  -2	6	-7	-0.9	0	16*	6	-3
CCOC(=O)C1=C(N)OC(C)=C(C#N)C1c1ccco1 (centres undefined)
  -7	9	-1	1.1	6	10	4	0
Cc1cccc(NC(=O)CSc2nnc(CNC(=O)c3cccs3)o2)c1C
  2	0	-1	0.2	-13	-2	4	0
CCOc1cc(N2CCOCC2)c(OCC)cc1NC(=O)C(NC(=O)c1c(F)cccc1F)C(C)C (centres undefined)
  -5	-9	nt	0.7	-13	0	10	nt
COc1ccc(CC(=O)OC(C)C(=O)Nc2c(C)n(C)n(-c3ccccc3)c2=O)cc1OC (centres undefined)
  -10	8	-6	-2.2	7	1	5	-5
CS(=O)(=O)c1ccccc1-c1nnc(NC(=O)Cc2ccccc2)o1
  -2	46	-1	-0.5	2	1	10	-6
COC(=O)[C@@H](NC(=O)NC1CCCc2ccccc21)C(C)C (some centres undefined)
  -6	1	0	-2.5	-10	-1	7	2
OC(COc1ccc(F)cc1)CN1CCN(c2ccccc2F)CC1 (centres undefined)
  4	-1	-4	0.1	-3	0	1	-2
O=C(CCn1c(=O)oc2ccccc21)N1CCN(C(c2ccccc2)c2ccccc2)CC1
  33	24	1	-1.7	18	0	16	3
c1ccc(CSc2ccc(-c3ccccn3)nn2)nc1
  -9	-68	-13	1.1	-7	0	3	-2
CC1CCN(S(=O)(=O)c2ccc(C(=O)Nc3nnc(C4CC4)o3)cc2)CC1
  5	-3	-1	-2.5	13	-1	10	7
CCOC(=O)c1cnc2c(CC)cccc2c1NCCN1CCOCC1
  13	18	-9	0.0	4	-5	15	-9
N#CC1=C2N=C(N)c3ccccc3N2C2=C(C(=O)CCC2)C1c1ccc(Cl)cc1 (centres undefined)
  1	18	-4	-1.7	-5	-10	17	0
COC(=O)Cn1c(=O)c2c(nc3n2CCCN3Cc2ccccc2)n(C)c1=O
  -1	-2	-3	0.8	6	4	2	-4
COc1cccc(NC(=O)CC(=O)c2ccc([N+](=O)[O-])cc2)c1
  10	-14	10	1.7	3	17*	27	5

Copied from the entries so far for reference:
Results follow in this order: EBI2 antag	Gli-Sufu antag	APOBEC3G inh	MPTP inh	CXCR6 block	NR3A LBD binder	CCR6 antagonist	A3A deaminase
COC(=O)Cn1c(=O)c2c(nc3n2CCCN3Cc2ccccc2)n(C)c1=O
  -1	-2	-3	0.8	6	4	2	-4
COc1cccc(NC(=O)CC(=O)c2ccc([N+](=O)[O-])cc2)c1
  10	-14	10	1.7	3	17*	27	5
